Assay outcomes: PubChem, several laboratories
MC4R antagonist: blocks human MC4R cAMP signaling; actives 0.48% (n = 360,000); P32245; AID 540295; MC4R-expressing cells, MTII-stimulated cAMP, LANCE TR-FRET; inhibition, % at 6.5 µM;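 active = inhibition above its plate's cutoff, the mean of tested wells on that plate plus 3 SD, cut at about 29% in these data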;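 note: 0% = Melanotan II alone and 100% = Melanotan II plus saturating MCL0020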
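System: U2OS cells stably expressing human melanocortin 4 receptor (MC4R). Reagent: Melanotan II challenge after compound preincubation. Doses: 6.5 µM. Times: 30-min compound, 1-h challenge, 1-h detection, room temperature. Measured by: TR-FRET with Eu-cAMP and labeled anti-cAMP, 671 nm. Replicates: singlicate.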
ABHD5-PLIN5 inh: blocks binding of human ABHD5 to perilipin-5 | Q00G26+Q8WTS1 | Split G. princeps luciferase complementation, luminescence, 4 h | inhibition, % at 4 µM | actives 0.78% (n = 360,000) | AID 602281;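 active = inhibition above the mean inhibition across every tested compound plus 3 SD, cut at about 22% in these data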;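 note: 0% = DMSO only wells and the 100% control is not disclosed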
MC4R ag barr: human MC4R agonism via beta-arrestin; P32245; actives 0.98% (n = 360,000); activation, % at 8.9 µM; U2OS MC4R beta-arrestin complementation, luminescence; percent of melanotan II response, DMSO zero; AID 540308;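 active = activation above a per-plate cutoff, the mean activation of sample wells on that plate plus 3 SD, cut at about 8% in these data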
N-glyco inh: N-linked glycosylation inhibition; D54 ERlucT glycosylation luciferase reporter, 24 h; percent of 100 nM tunicamycin response; reporter increase, % at 12.5 µM; actives 0.23% (n = 360,000); AID 588692;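 active = mean luciferase reporter signal, scaled so untreated is 0 and the glycosylation-blocking control 100, at or above a set limit in every replicate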;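 note: luciferase carries N-glycosylation sites so blocking glycosylation raises the light; 0% = median of neutral control wells and 100% = median of 100 nM tunicamycin wells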
NOD2-RIPK2 inh: NOD2-RIPK2 protein interaction inhibition | O43353 | CHO BLA complementation NOD2-RIPK2, CCF4 ratio | inhibition, % at 4.98 µM | actives 0.38% (n = 360,000); in the data active = inhibition above about 21%;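 note: 0% = vehicle only and 100% = reference blocker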
HTR2A ag: activates the mouse 5-HT2A serotonin receptor; P35363; CHO-K1 mHTR2A beta-arrestin complementation, luminescence; percent of 30 µM serotonin response; activation, % at 7.6 µM; actives 0.66% (n = 360,000); AID 624169;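 active = activation above a run cutoff, the mean activation of all tested compounds plus 3 SD, cut at about 14% in these data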;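 note: 0% = plate median of compound wells and 100% = 30 µM serotonin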
Cardio protect: modulators protecting cardiomyocytes from myocardial damage; H9c2 cardiomyocytes, H2O2 injury protection, ATPLite, 2 h; actives 0.63% (n = 360,000); AID 588492; protection from H2O2 cell death, % at 20 µM;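 active = compounds giving at least 50% protection of heart cells from peroxide-induced death in the single-dose screen, raw or plate-pattern-corrected value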;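 note: 0% = DMSO wells with peroxide and 100% = DMSO wells without peroxide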
SRC2 inh: human SRC2 (NCOA2) inhibition; Q15596; HEK293 GAL4-SRC2 luciferase reporter, luminescence; inhibition, % at 9 µM; actives 0.17% (n = 370,000);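 active = inhibition above the mean inhibition of all tested compounds plus 3 SD, set per campaign, cut at about 52% in these data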;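 note: 0% = DMSO treated cells and 100% = cells given Gossypol at 36 µM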
TLR9-MyD88 inh: blocks human TLR9 binding to MyD88. Q9NR96+Q99836. CHO BLA complementation TLR9-MyD88, CCF4 FRET ratio. inhibition, % at 4.98 µM. actives 0.21% (n = 340,000);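 active = inhibition above the mean over all tested compounds plus 3 SD, cut at about 21% in these data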;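 note: 0% = DMSO only wells and 100% = clavulanate BLA inhibitor control wells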
ABCB6 inh 2: inhibitors of human ABC transporter ABCB6; actives 0.19% (n = 360,000); fluorescence ratio to DMSO, % at 10 µM; AID 602162; K562-ABCB6 porphyrin accumulation, flow cytometry, 1 h; hits give low values;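 active = fluorescence ratio to DMSO below 75%, the collection mean minus 3 SD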;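 note: signal is porphyrin accumulated inside mitochondria; 100% equals median channel fluorescence of DMSO control wells; lower ratio means ABCB6 inhibition with less porphyrin fluorescence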
* = called active by the depositor; i = inactive; · = no result given. The list is partial; rates above refer to the full screens.

SMILES	MC4R antagonist	ABHD5-PLIN5 inh	MC4R ag barr	N-glyco inh	NOD2-RIPK2 inh	HTR2A ag	Cardio protect	SRC2 inh	TLR9-MyD88 inh	ABCB6 inh 2
COc1cccc(CNC(=O)c2cccc(NC(=O)CC3SC(N4CCCCC4)=NC3=O)c2)c1 (stereo not given)	13	-1	-0.8	0	3	11	2	2	-5	97
Cc1cc(C)nc(N2CCN(C(=O)CCC(=O)Nc3nnc(C(C)C)s3)CC2)n1	0	-5	-1.4	0	1	1	6	1	0	101
COc1ccccc1OCC(=O)N1CCN(C(=O)c2ccco2)CC1	2	-5	-2.3	2	-5	-1	4	18	-7	102
CCOC(=O)C1CCN(S(=O)(=O)c2ccc3c4c(cccc24)C(=O)N3)CC1	21	4	0.3	3	1	-2	4	·	4	91
CCOc1ccccc1NC(=O)CN1C(=O)CSC(C)C1=O (stereo not given)	7	3	-0.8	4	-3	3	-6	-12	-3	98
COc1ccc(/C=C/C(=O)Nc2nc(N)n(-c3ccccc3)n2)cc1	2	3	-0.2	-1	2	2	3	-5	0	100
CCOC(=O)c1c(CNCCN(CC)CC)n(C)c2cc(Br)c(OC)cc12	9	19	1.5	3	-16	2	3	-25	4	96
CCC(C)NC(=S)N(CCc1ccccc1)Cc1cc2cc(OC)c(OC)cc2[nH]c1=O (stereo not given)	15	-3	-0.1	10	0	6	3	-15	-3	93
CCN1C(=O)[C@H]2[C@@H](c3ccc(OC)cc3)N[C@]3(CCCN(Cc4ccc(F)cc4)C3=O)[C@H]2C1=O	5	-1	-1.4	-1	-3	6	1	-13	-8	99
CCOC(=O)N1CCN(C(=O)CSc2nnc(COc3ccccc3)o2)CC1	-1	-11	0.7	0	0	1	8	-18	0	108
COc1ccc(-n2nc3c(c2NC(=O)Cc2cccc(C)c2)CS(=O)C3)cc1 (stereo not given)	7	-2	-0.1	2	-11	-1	20	19	8	103
Cc1ccc(C)c(C2=NNC(=O)CC2)c1	8	3	0.4	-1	-5	-1	-2	19	-4	102
O=C(Nc1ccccc1)/C(=C\c1ccc2c(c1)OCO2)NC(=O)c1ccco1	3	-5	0.6	0	-13	-12	4	-6	-5	90
CC1O[C@@H](OC2C(O)C(O)C(CO)O[C@H]2OC2C[C@]3(C)C(CC(O)C4[C@@H]([C@]5(C)CC[C@@H](C(C)(C)O)O5)CC[C@]43C)[C@@]3(C)CCC(O)C(C)(C)C23)C(O)C(O)C1O (stereo not given in full)	21	7	-0.8	2	0	0	2	6	-10	95
O=C(Nc1nnc(CCN2CCCCC2)s1)C1CCCCC1	12	0	0.3	0	3	2	2	-18	4	101
CCOC(=O)c1sc(N(C)C)nc1-c1ccccc1	0	2	0.0	3	5	0	10	-34	-7	90
COc1ccccc1NC(=O)NCCN1CCNC1=O	1	3	4.6	1	-9	4	6	3	-14	107
Cc1ccccc1C(=O)NC1CC2CCCC(C1)N2Cc1ccccc1 (stereo not given)	8	-1	0.1	-1	-11	0	-2	-12	4	97
CCOC(=O)c1c(NC(=O)COC(=O)c2cc(OC)c(OC)cc2[N+](=O)[O-])sc(C)c1CC	8	4	2.4	-1	5	13	-3	7	-6	100
CCCCNC(=O)C1(C)CCCCN1C(=O)c1cc(OC)ccc1Br (stereo not given)	-1	0	-0.2	-1	-4	-1	6	4	·	98

Some of the entries above, set out differently.
The line under a structure holds: MC4R antagonist, ABHD5-PLIN5 inh, MC4R ag barr, N-glyco inh, NOD2-RIPK2 inh, HTR2A ag, Cardio protect, SRC2 inh, TLR9-MyD88 inh, ABCB6 inh 2
Cc1ccc(C)c(C2=NNC(=O)CC2)c1
    8, 3, 0.4, -1, -5, -1, -2, 19, -4, 102
O=C(Nc1nnc(CCN2CCCCC2)s1)C1CCCCC1
    12, 0, 0.3, 0, 3, 2, 2, -18, 4, 101
CCOc1ccccc1NC(=O)CN1C(=O)CSC(C)C1=O (stereo not given)
    7, 3, -0.8, 4, -3, 3, -6, -12, -3, 98
CCOC(=O)N1CCN(C(=O)CSc2nnc(COc3ccccc3)o2)CC1
    -1, -11, 0.7, 0, 0, 1, 8, -18, 0, 108
COc1ccc(/C=C/C(=O)Nc2nc(N)n(-c3ccccc3)n2)cc1
    2, 3, -0.2, -1, 2, 2, 3, -5, 0, 100
CCC(C)NC(=S)N(CCc1ccccc1)Cc1cc2cc(OC)c(OC)cc2[nH]c1=O (stereo not given)
    15, -3, -0.1, 10, 0, 6, 3, -15, -3, 93
O=C(Nc1ccccc1)/C(=C\c1ccc2c(c1)OCO2)NC(=O)c1ccco1
    3, -5, 0.6, 0, -13, -12, 4, -6, -5, 90

(continued)
SMILES	MC4R antagonist	ABHD5-PLIN5 inh	MC4R ag barr	N-glyco inh	NOD2-RIPK2 inh	HTR2A ag	Cardio protect	SRC2 inh	TLR9-MyD88 inh	ABCB6 inh 2
CC1CCN(C(=O)COC(=O)CCC(=O)c2cccs2)CC1	-4	-7	-0.5	0	5	5	4	6	-3	94
O=C(NCc1ccccc1F)C1CCN(C(=O)c2sccc2-n2cccc2)CC1	4	0	-0.3	-1	-1	-1	3	6	5	99
COc1ccccc1-n1c(SCC(=O)NC(C)(C)C)nc(O)c(Cc2ccccc2)c1=O	-2	-4	-1.1	3	-5	-4	5	-7	-3	93
NC1(C#Cc2ccc3oc(=O)c(-n4cc(C5(O)CCCCC5)nn4)cc3c2)CCCCC1	6	5	-1.3	-2	-12	-3	7	-21	2	104
N#Cc1cccnc1N1CCN(C(C(=O)NC2CCCC2)c2ccco2)CC1 (stereo not given)	·	12	·	·	-14	-4	·	-2	·	·
Cc1ccc(NC(=O)C2CCCN2S(=O)(=O)c2ccc3c(c2)CCC(=O)N3)cc1Cl (stereo not given)	7	-1	-1.2	-3	-3	-4	-12	1	-3	94
COc1ccc(C(O)c2nc(-c3cc(F)cc(F)c3)cs2)cc1 (stereo not given)	1	-8	-1.6	0	0	-8	-8	15	·	99
CCc1ccc(NC(=S)Nc2cc(OC)c(NC(=O)C(C)C)cc2OC)cc1	-1	-5	0.1	-1	9	-2	-7	-17	-2	100
COc1cc(C(=O)ON=C2C(C)=CC(=O)C=C2C)cc(OC)c1OC	4	0	-2.8	2	-3	1	2	-1	-1	105
COc1ccc(NC(=O)c2cc3c(-c4ccc(OC)c(OC)c4)nn(C)c3s2)cc1OC	10	7	0.0	-6	11	-1	62*	-56	2	91
CC(C)OC(=O)CNc1n[nH]c(=S)[nH]c1=O	41*	-8	-0.3	4	-3	1	2	-39	-8	100
C/C(=N\Nc1cc(C)nc(-c2ccccc2O)n1)c1ccccc1	10	-8	-3.6	-1	-3	-4	26	-21	-5	103
O=S(=O)(Nc1ccccc1N1CCOCC1)c1ccccc1C(F)(F)F	9	3	-3.9	-3	-11	4	-10	4	-4	95
O=C1[C@H]2[C@@H](C3CC3)N3C(=O)CN(Cc4ccccn4)C(=O)[C@@]3(Cc3ccccc3)[C@H]2C(=O)N1c1ccccc1	12	4	-0.3	1	-1	1	5	-32	2	104
CCOP(=O)(OCC)C(NC(=O)c1cccs1)c1ccccc1 (stereo not given)	5	4	-0.6	1	-11	7	3	7	1	97
C/C=C/c1ccc(OCC(=O)Nc2cc(C(F)(F)F)ccc2N2CCOCC2)c(OC)c1	3	0	0.0	-3	-3	-5	-2	12	-6	98
CC(=O)CCc1c(C)c2cc(C)ccc2[nH]c1=O	-4	4	0.1	2	-3	3	-11	-29	-4	102
Clc1ccccc1CN1CCN(/N=C/C=C\c2ccco2)CC1	3	2	-2.5	0	-12	1	-6	5	·	100
O=C(C1=COCCO1)N1CCN(S(=O)(=O)c2cccc(Br)c2)CC1	2	0	-1.4	2	-3	-6	1	-21	1	101
CCOC(=O)CC(=O)Nc1ccc(Br)cc1C(=O)O	7	17	-2.4	2	-7	-1	-2	3	9	97

2 consecutive compounds from above, for reference:
SMILES	MC4R antagonist	ABHD5-PLIN5 inh	MC4R ag barr	N-glyco inh	NOD2-RIPK2 inh	HTR2A ag	Cardio protect	SRC2 inh	TLR9-MyD88 inh	ABCB6 inh 2
C/C=C/c1ccc(OCC(=O)Nc2cc(C(F)(F)F)ccc2N2CCOCC2)c(OC)c1	3	0	0.0	-3	-3	-5	-2	12	-6	98
CC(=O)CCc1c(C)c2cc(C)ccc2[nH]c1=O	-4	4	0.1	2	-3	3	-11	-29	-4	102

The list goes on.
SMILES	MC4R antagonist	ABHD5-PLIN5 inh	MC4R ag barr	N-glyco inh	NOD2-RIPK2 inh	HTR2A ag	Cardio protect	SRC2 inh	TLR9-MyD88 inh	ABCB6 inh 2
CC(=O)c1ccc(OC(=O)Cc2cccc3ccccc23)cc1	7	8	2.4	2	4	-1	1	24	6	98
CC(=O)Nc1ccc(S(C)(=O)=O)c(C)c1	-1	2	-0.7	3	-10	-3	2	-4	2	102
CN(c1ccc(C(=O)NCCSC(C)(C)C)cc1)S(=O)(=O)c1ccccc1	11	0	0.5	-2	-5	-3	10	-31	3	98
COc1ccc(OCc2cccc(C(=O)Nc3cc(C)on3)c2)cc1	14	-4	3.1	-7	-10	-3	-4	-39	-3	104
Cc1[nH]n(-c2ccccc2)c(=O)c1/C=N/N(C)c1ccccc1	5	-23	-1.6	5	1	0	20	-16	-6	95
Cc1c(CC(=O)Nc2ccc(Cl)cc2)sc2ccc(Cl)cc12	14	0	3.2	-2	-7	-3	-20	-13	-13	102
COC(=O)Cn1c2ccccc2c(=O)n1C(C)C	·	0	·	·	-3	9	·	-9	·	126
COc1cc(C2c3c(-c4cc(Cl)c(C)cc4O)n[nH]c3C(=O)N2Cc2cccnc2)ccc1O (stereo not given)	4	4	-0.5	-1	-12	0	23	-13	-8	97
COc1cc([N+](=O)[O-])ccc1NC(=O)CN1CCN(C(=O)c2ccco2)CC1	-1	-2	-0.3	-1	-1	5	20	-15	0	102
N#C/C(=C/C1=C(N2CCOCC2)C(=C/c2ccc(Cl)cc2)/CC1)C(=O)Nc1ccccc1F	3	3	-0.8	-9	-1	2	0	-4	-12	i
CCN(CC)S(=O)(=O)c1ccc(N2CC(C(=O)N3Cc4ccccc4CC3C(N)=O)CC2=O)cc1 (stereo not given)	-2	-4	-4.4	0	1	1	3	-2	3	104
C=CCn1nc(-c2ccccc2)c(N2CCCCC2)cc1=O	6	4	-1.2	3	-15	1	12	26	-6	106
COc1ccc(-c2cc(=O)[nH]c3ccccc23)cc1	-9	-1	-0.4	-7	-5	-12	-5	-29	-2	95
CCN(CC)C(=O)Cn1cc(C(=O)C(=O)Nc2ccc3c(c2)OCO3)c2ccccc21	0	5	-0.3	0	-3	-7	-13	4	2	96
